Compound activity from PubChem.
Mito fusion yeast = mitochondrial division inhibition or fusion activation | S. cerevisiae fusion-defective mutant growth rescue, CellTiterGlo 48 h | Potency, µM (series often up to 46.1 µM), for inactives: at the highest dose growth rescue (activation), actives largely listed as activators | 0.23% of 320,000 active | AID 485298;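 further: potency means the concentration at half of the fitted maximal effect; % of control where 0% means no effect; nearly all actives have a fitted effect of over 45% in size; temperature-sensitive fusion mutants such as fzo1-1 at 37 °C on non-fermentable ethanol glycerol medium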
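Yeast fusion mutant, YPEG (non-fermentable carbon), compound, 48 h at 37C non-permissive; CellTiterGlo added, 10 min RT, luminescence read. Rescued growth = division inhibition.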
Menin MLL FP TR = displaces Texas Red mutant MLL peptide from human menin | AID 1768 | 0.23% of 270,000 active | O00255 | Menin + Texas Red MLL mutant peptide, fluorescence polarization | Potency, µM (series often up to 61.6 µM), without a hit: at the top dose FP activity change, negative = inhibition, actives largely listed as inhibitors; active means well fitted inhibition curve with a large enough effect in the polarisation, with a control signal flat, not every such curve was filed as active; inconclusive means small, poorly fitted or top-dose-only effect, or effect the other way, or a change in a side signal; inactive means no such curve, though single readings can be large or run the other way; the % refers to the polarisation; further: potency means the concentration at half of the fitted maximal effect; % of control where 0% means no effect; many of its hits are not listed in these tables
Target sequence (O00255 whole entry, looked up): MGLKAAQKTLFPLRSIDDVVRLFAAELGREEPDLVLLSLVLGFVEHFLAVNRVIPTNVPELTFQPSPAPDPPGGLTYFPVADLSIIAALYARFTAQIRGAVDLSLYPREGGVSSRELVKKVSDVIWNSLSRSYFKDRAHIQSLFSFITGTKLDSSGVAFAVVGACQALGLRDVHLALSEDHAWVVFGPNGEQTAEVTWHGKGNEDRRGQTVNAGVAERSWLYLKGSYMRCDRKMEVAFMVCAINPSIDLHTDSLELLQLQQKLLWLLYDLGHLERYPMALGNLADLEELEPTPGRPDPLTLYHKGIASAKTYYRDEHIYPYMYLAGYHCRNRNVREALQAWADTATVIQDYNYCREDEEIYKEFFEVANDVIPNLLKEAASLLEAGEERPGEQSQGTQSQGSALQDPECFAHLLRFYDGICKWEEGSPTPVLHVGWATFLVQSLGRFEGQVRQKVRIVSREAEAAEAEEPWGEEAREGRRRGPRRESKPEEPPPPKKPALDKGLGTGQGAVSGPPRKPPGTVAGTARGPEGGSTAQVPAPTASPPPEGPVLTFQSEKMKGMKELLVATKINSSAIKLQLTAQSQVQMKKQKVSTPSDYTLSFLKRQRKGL
MBNL1 CUG block = MBNL1-poly(CUG) RNA binding inhibition; Q9NR56; TR-FRET MBNL1-His/biotin-(CUG)12 binding, 665/545 ratio; Potency, µM (titrated, usually from 57.5 µM), for the others: at the highest dose activity change, negative = inhibition, most hits filed as inhibitors; 0.036% of 280,000 active; active means well fitted inhibition curve with a large enough effect in the signal ratio, with a control signal flat, not every such curve was filed as active; inconclusive means small, poorly fitted or top-dose-only effect, or effect the other way, or a change in a side signal; inactive means no such curve, though single readings can be large or run the other way; the % refers to the signal ratio; further: potency means the concentration at half of the fitted maximal effect; on the % scale 0 is the no-effect control and ±100 the full control effect
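TR-FRET readout: Ex 340 nm, 665/545 nm emission ratio, normalized to buffer-only (basal) and MBNL1-(CUG)12 controls. Complex of MBNL1-His with Biotin-(CUG)12, compounds 92 nM–58 uM, incubated 60 min at room temperature.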
TSHR antagonist = blocks TSH signaling through the human TSH receptor. P16473. activity change, negative = inhibition, % at 11.5 µM. AID 504810. 0.2% of 330,000 active. TSHR-expressing cells, TSH-stimulated cAMP HTRF, 2 h; active compounds read low;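 active means activity change below a set negative limit, meaning inhibition stronger than a set level, cut at about -70% in these data; inconclusive means activity change between two set negative limits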; further: on the % scale 0 is the no-effect control and ±100 the full control effect
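Antagonism was scored as loss of TSH-driven cAMP in TSHR cells, stimulated with 4nM TSH (EC80) for 2 hours at 37 deg C and detected by homogeneous HTRF competition immunoassay.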
ASM inhibitor = inhibitors of human secretory acid sphingomyelinase; P17405; placental ASM, HMU-PC fluorogenic substrate, 60 min; Potency, µM (doses to about 57.5 µM), for inactives: top-dose activity change, negative = inhibition, most hits filed as inhibitors; 0.006% of 340,000 active; further: potency means the concentration at half of the fitted maximal effect
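Fluorescence read-out (Ex 386 nm, Em 447 nm) after stopping the reaction at pH 10. Enzyme: ASM from human placenta; substrate HMU-PC0, 9 uM final; 60 min, 37 °C. Compound preincubation 10 min, ambient temperature.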
TSG101-PTAP inh = blocks PTAP/TSG101 interaction to inhibit HIV-1 budding; Q99816; Potency, µM (top dose mostly 115 µM), without a hit: top-dose activity change, negative = inhibition, actives largely listed as inhibitors; Fluorescence polarization, FITC-PTAP peptide / Tsg101 binding; 340,000 tested, under 10 active; active means well fitted inhibition curve with a large enough effect in the main read-out, with a control signal flat, not every such curve was filed as active; inconclusive means small, poorly fitted or top-dose-only effect, or effect the other way, or a change in a side signal; inactive means no such curve, though single readings can be large or run the other way; further: potency means the concentration at half of the fitted maximal effect; % of control where 0% means no effect
Target sequence (Q99816 whole entry, looked up): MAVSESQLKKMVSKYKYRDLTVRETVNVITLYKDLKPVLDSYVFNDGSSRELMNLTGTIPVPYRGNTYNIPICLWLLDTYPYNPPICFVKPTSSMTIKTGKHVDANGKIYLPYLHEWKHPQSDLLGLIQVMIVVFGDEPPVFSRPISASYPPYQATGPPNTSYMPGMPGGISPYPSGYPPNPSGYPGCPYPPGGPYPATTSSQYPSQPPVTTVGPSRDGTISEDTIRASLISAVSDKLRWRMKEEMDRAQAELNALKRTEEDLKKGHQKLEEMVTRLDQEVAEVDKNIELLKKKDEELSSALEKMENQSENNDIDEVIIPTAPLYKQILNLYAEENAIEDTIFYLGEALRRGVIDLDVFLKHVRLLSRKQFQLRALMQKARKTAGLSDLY
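Fluorescence anisotropy tracks displacement of a FITC-tagged PTAP peptide (50 nM) from the Tsg101 binding domain (10 uM), following a 20 min room-temperature incubation at pH 7.5.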
MLL CXXC-DNA inh = inhibitors of human MLL CXXC domain-DNA interaction | Potency, µM (doses to about 115 µM), for inactives: top-dose activity change, negative = inhibition, most hits filed as inhibitors | 0.037% of 290,000 active | MLL-CXXC / FITC-HOXA9 DNA fluorescence polarization | Q03164; active means well fitted inhibition curve with a large enough effect in the polarisation, with a control signal flat, not every such curve was filed as active; inconclusive means small, poorly fitted or top-dose-only effect, or effect the other way, or a change in a side signal; inactive means no such curve, though single readings can be large or run the other way; the % refers to the polarisation; further: potency means the concentration at half of the fitted maximal effect
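Fluorescence polarization: 7 uM MLL-CXXC (stock) preincubated 5 min with compounds, then 50 nM fluorescein-HOX-A9 DNA (stock) added; 30 min ambient. Buffer 50 mM Tris-HCl pH 7.5, 50 mM NaCl, 1 mM DTT, 0.05% BSA.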
AT treatment = candidate therapy for ataxia-telangiectasia; […] A-T fibroblasts, KAP-1 phosphorylation AlphaLISA; neocarzinostatin DNA damage 30 min before lysis; Potency, µM (series often up to 57.5 µM), without a hit: at the highest dose activation, hits mostly activators; 0.19% of 320,000 active; further: potency means the concentration at half of the fitted maximal effect; % of control where 0% means no effect; nearly all actives have a fitted effect of over 45% in size
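hTERT-immortalized A-T patient fibroblasts ([…]), 500 cells/well in OPTI-MEM, 1% FBS, got compounds for 60 min, then NCS for 30 min at 37C. Lysates were then assayed for phospho-KAP-1 by AlphaLISA (anti-pKAP1 donor, anti-KAP1 acceptor beads), 6 hr at 25C.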
Integrin act MD = activators of alpha7 integrin expression for muscular dystrophy | Potency, µM (highest dose often 38.3 µM), for inactives: top-dose activation, actives largely listed as activators | AID 624291 | alpha7betagal myoblasts, beta-gal FDG fluorescence, 48 h | 0.064% of 350,000 active;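 further: potency means the concentration at half of the fitted maximal effect; 100% = response of the positive control SU9516; nearly all actives have a fitted effect of over 60% in size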
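Alpha7betagal+/- myoblasts (passage 13) were plated 16-24 hr, then exposed to compounds (1:260 dilution of DMSO stock) for 48 hours at 37C. After MPER lysis, β-galactosidase reporter activity was read as FDG fluorescence (ex 480/em 540) after 30 minutes.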
TCR activator = activates T cell receptor signaling | AID 504894 | 330,000 tested, under 10 active | Potency, µM (titrated, usually from 9.22 µM), for inactives: at the top dose activation of IL-2 secretion, actives largely listed as activators | primary human leukocytes, anti-CD3, IL-2 HTRF, 48 h; further: % of control where 0% means no effect
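1) Mix primary human leukocytes, a-CD3 beads and compound. 2) Incubate 48 hr. 3) Add HTRF IL-2 reagents (a-IL-2-K, a-IL-2-d2).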
Starred values were filed as active, the others as inactive; [ ] = dose if it differs, or a comment. Unless noted, the call rests on the fitted dose curve; in most records, active means well fitted curve in the direction sought with a large enough effect; inconclusive means small, poorly fitted or top-dose-only effect, or another doubt; inactive means no such curve, though single readings can be large; an effect the other way counts as inactive or inconclusive. Only part of the results is shown; count on the stated rates, not on these rows.

Cc1nnc(SCC(=O)N(C2CCCCC2)C2CCS(=O)(=O)C2)n1C (stereo not drawn) was read as Mito fusion yeast -3.6%, TSHR antagonist 6.6, ASM inhibitor 2.8%, TSG101-PTAP inh -4.6%, AT treatment 4.1%, Integrin act MD -11.0% and TCR activator 6.4%.
COc1ccccc1Oc1ccc(S(=O)(=O)Nc2cccnc2)cc1 was read as Mito fusion yeast -0.1%, Menin MLL FP TR 5.7%, MBNL1 CUG block -5.8%, TSHR antagonist -33.2, ASM inhibitor -1.2%, TSG101-PTAP inh 2.0%, MLL CXXC-DNA inh 1.3%, AT treatment 8.8%, Integrin act MD -46.0%[inhibitor] and TCR activator -1.1%.
Screening CC(C)(C)C(=O)CN1C(=O)NC(c2ccccc2)(c2ccccc2)C1=O returned Mito fusion yeast 7.1%, Menin MLL FP TR -5.8%, MBNL1 CUG block -5.4%, TSHR antagonist -15.6, ASM inhibitor -0.4%, TSG101-PTAP inh -3.8%, MLL CXXC-DNA inh -2.6%, AT treatment 3.6%, Integrin act MD inconclusive and TCR activator -18.9%.
`COc1ccc(S(=O)(=O)Nc2noc3ccccc23)cc1` gave Mito fusion yeast 7.0%, Menin MLL FP TR -0.7%, MBNL1 CUG block -1.9%, TSHR antagonist 1.2, ASM inhibitor 5.4%, TSG101-PTAP inh 1.8%, MLL CXXC-DNA inh 5.1%, AT treatment 32.4%, Integrin act MD -10.8% and TCR activator 1.7%.
Screening NC1=NC[C@@H](Cc2ccc(O)cc2)N1CCCCC1CCCCC1 returned Mito fusion yeast -9.0%, MBNL1 CUG block 1.3%, TSHR antagonist -3.8, ASM inhibitor -7.3%, TSG101-PTAP inh -4.2%, MLL CXXC-DNA inh 0.9%, AT treatment -13.6%, Integrin act MD 10.6% and TCR activator 0.4%.
For CC(C)(C)n1ncc2c(=O)n(CC(=O)Nc3ccc4c(c3)OCO4)cnc21 the results were Mito fusion yeast -0.7%, Menin MLL FP TR inconclusive, MBNL1 CUG block -7.9%, TSHR antagonist 4.7, ASM inhibitor 0.4%, TSG101-PTAP inh -8.0%, MLL CXXC-DNA inh 5.3%, AT treatment -7.5%, Integrin act MD 10.5% and TCR activator 0.3%.
Screening Clc1ccc2nc(CN3CCCCCC3)cn2c1 returned Mito fusion yeast 4.4%, Menin MLL FP TR -11.9%, MBNL1 CUG block 11.6%, TSHR antagonist 17.1, ASM inhibitor 0.1%, TSG101-PTAP inh -7.0%, MLL CXXC-DNA inh 6.2%, AT treatment -3.4%, Integrin act MD -10.8% and TCR activator 3.2%.
COc1ccc(/C=N\NC(=O)c2ccc([N+](=O)[O-])cc2)cc1COc1c(F)c(F)cc(F)c1F was read as Mito fusion yeast -1.9%, MBNL1 CUG block inconclusive, TSHR antagonist -11.5, ASM inhibitor -1.4%, TSG101-PTAP inh -4.2%, MLL CXXC-DNA inh -10.3%, AT treatment -11.2%, Integrin act MD -11.5% and TCR activator -5.9%.
For CCN(CC)CCn1c(-c2ccccc2)nc(=S)c2c1CC(C)(C)OC2 the results were Mito fusion yeast 0.7%, MBNL1 CUG block 5.4%, TSHR antagonist -8.1, ASM inhibitor 1.5%, TSG101-PTAP inh 0.0%, MLL CXXC-DNA inh 2.9%, AT treatment 1.5% and Integrin act MD 4.8%.
Screening Nc1nc(SCC(=O)Nc2cc(S(=O)(=O)N3CCOCC3)ccc2Cl)n[nH]1 returned Mito fusion yeast 3.1%, Menin MLL FP TR -13.0%, MBNL1 CUG block -1.3%, TSHR antagonist 0.2, ASM inhibitor -0.3%, TSG101-PTAP inh -1.2%, MLL CXXC-DNA inh 0.6%, AT treatment 0.8%, Integrin act MD 5.2% and TCR activator -4.5%.
Cc1ccc2c(C)c(C(=O)N(Cc3ccc(N(C)C)cc3)C3CCS(=O)(=O)C3)oc2c1 (stereo not drawn) was read as Mito fusion yeast 22.9%, Menin MLL FP TR -6.5%, MBNL1 CUG block -6.7%, TSHR antagonist 2.6, ASM inhibitor -8.1%, TSG101-PTAP inh -6.1%, AT treatment -0.2%, Integrin act MD -24.4% and TCR activator 3.9%.
Screening COC(=O)CCN(C(=O)c1cccc([N+](=O)[O-])c1)c1ccccn1 returned Mito fusion yeast -4.6%, Menin MLL FP TR -0.6%, MBNL1 CUG block 11.9%, TSHR antagonist 6.9, ASM inhibitor 5.0%, TSG101-PTAP inh -2.4%, MLL CXXC-DNA inh -5.6%, AT treatment -0.2%, Integrin act MD 0.0% and TCR activator -0.7%.
O=C1N(Cc2cccc(Cl)c2)C[C@@H]2C[C@@H](c3cccn3-c3ccccn3)N3CCC[C@@]123 was read as Mito fusion yeast 3.6%, Menin MLL FP TR 0.1%, MBNL1 CUG block inconclusive, TSHR antagonist 10.1, ASM inhibitor 1.7%, TSG101-PTAP inh -0.9%, MLL CXXC-DNA inh 0.2%, AT treatment -1.2%, Integrin act MD -29.1% and TCR activator 5.9%.
O=C(Nc1cccc(F)c1)C1CCCN(C(=O)c2ccc(Cl)cc2)C1 (stereo not drawn) was read as Mito fusion yeast 9.0%, TSHR antagonist -17.8, ASM inhibitor 1.8%, TSG101-PTAP inh -1.1%, AT treatment -9.1%, Integrin act MD -22.9% and TCR activator -0.1%.
Screening CC(O)CNc1nc2sc3c(c2c(=O)n1Cc1ccco1)CCCCC3 (stereo not drawn) returned Mito fusion yeast -4.6%, TSHR antagonist 7.8, ASM inhibitor -11.6%, TSG101-PTAP inh -0.1%, MLL CXXC-DNA inh 1.2%, AT treatment -4.0%, Integrin act MD 14.0% and TCR activator 9.2%.
For COC(=O)COc1ccc(Oc2cc(C)nc(SC)n2)nn1 the results were Mito fusion yeast 2.7%, Menin MLL FP TR -13.6%, MBNL1 CUG block 0.6%, TSHR antagonist -0.6, ASM inhibitor 0.8%, TSG101-PTAP inh -1.2%, MLL CXXC-DNA inh 16.3%, AT treatment -5.7% and Integrin act MD 10.4%.
Screening C=CCN(N=Nc1cccc([N+](=O)[O-])c1)c1cccc([N+](=O)[O-])c1 returned Mito fusion yeast 8.9%, Menin MLL FP TR 7.1%, MBNL1 CUG block 6.4%, TSHR antagonist -11.0, ASM inhibitor -10.4%, TSG101-PTAP inh -6.1%, MLL CXXC-DNA inh 5.6%, AT treatment -2.1%, Integrin act MD 26.5% and TCR activator 0.5%.
For CC(C)(C)OC(=O)NCCCCCNC(=O)c1nc[nH]c1C(=O)N1CCN(c2ccccc2)CC1 the results were TSHR antagonist 1.4, ASM inhibitor 3.0%, TSG101-PTAP inh -4.8%, AT treatment 7.3%, Integrin act MD -8.8% and TCR activator -1.8%.
C(=N\c1nc2ccccc2n1Cc1ccccc1)/c1cccs1 was read as Mito fusion yeast 9.0%, Menin MLL FP TR -2.4%, MBNL1 CUG block 1.1%, TSHR antagonist -1.4, ASM inhibitor -10.3%, TSG101-PTAP inh -1.7%, MLL CXXC-DNA inh -4.2%, AT treatment 2.5%, Integrin act MD -17.0% and TCR activator 6.9%.
COC(=O)c1ccc2c(c1)C(=O)/C(=C/c1ccc(O)cc1)O2 was read as Mito fusion yeast -1.8%, Menin MLL FP TR 72.7%[activator], MBNL1 CUG block inconclusive, TSHR antagonist -12.2, ASM inhibitor -2.6%, TSG101-PTAP inh 0.1%, MLL CXXC-DNA inh inconclusive, AT treatment -7.8%, Integrin act MD -13.9% and TCR activator -0.7%.
Screening O=C(O)c1ccc(/C=N/Nc2nc(N3CCCCC3)nc(N3CCCCC3)n2)cc1 returned Mito fusion yeast 0.7%, MBNL1 CUG block 0.3%, TSHR antagonist 2.8, ASM inhibitor -0.2%, TSG101-PTAP inh -10.2%, MLL CXXC-DNA inh -9.0%, AT treatment -4.6%, Integrin act MD 20.3% and TCR activator -5.0%.
Screening CCOc1ccccc1N1CCN(C(=O)c2cc(C)oc2C)CC1 returned Mito fusion yeast 4.2%, Menin MLL FP TR -0.4%, MBNL1 CUG block -4.1%, TSHR antagonist -13.0, ASM inhibitor 3.2%, TSG101-PTAP inh -1.8%, MLL CXXC-DNA inh 1.8%, AT treatment 0.5%, Integrin act MD -12.6% and TCR activator 3.5%.
Screening C=CCn1c(SCC(N)=O)nc2scc(-c3ccc(C)o3)c2c1=O returned Mito fusion yeast 2.8%, Menin MLL FP TR -1.2%, MBNL1 CUG block 15.1%, TSHR antagonist -7.7, ASM inhibitor -6.5%, TSG101-PTAP inh -5.7%, MLL CXXC-DNA inh -0.6%, AT treatment -3.4%, Integrin act MD 39.2% and TCR activator 2.1%.
Screening CCCC(=O)Nc1nc(CC(=O)OCC)cs1 returned Mito fusion yeast 0.1%, Menin MLL FP TR 7.2%, TSHR antagonist -1.1, ASM inhibitor 2.7%, TSG101-PTAP inh -10.0%, MLL CXXC-DNA inh 4.2%, AT treatment 1.0%, Integrin act MD 11.0% and TCR activator 4.9%.
